Source: PubChem (several laboratories)
bIAP activator – intestinal alkaline phosphatase (bovine) activation; activation factor at 20 µM; purified bovine IAP, CDP-star luminescence, 30 min; hits give high values; fold of DMSO-control signal, blank-subtracted; 200,000 compounds, 0.17% hits; AID 1016;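 active = activation factor of 2 or more at 20 µM, a signal rise over negative controls twice the positive control's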
STAT3 act – increases IL-6 driven STAT3 reporter signal. U3A cells, IL-6 STAT3-luciferase reporter, luminescence; 100% = signal with IL-6 EC80 alone. activation (% of control), % at 5.6 µM. 190,000 compounds, 0.91% hits;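 active = activation above the screen-wide mean of compound activation plus 3 SD, cut at about 130% in these data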;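 note: 0% = background luminescence of wells with medium and substrate only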
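Test system: human U3A cells carrying STAT3-luciferase construct; control set: IL-6-only wells as 100% reference; timing: compound pre-incubation 1 h before IL-6, then 6 h stimulation at 37 °C; also added: IL-6 stimulus at 33 ng/mL final; evaluation: % activation versus median of IL-6-stimulated wells; detection: reporter luminescence signal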
PPARg SRC-3 ag – PPARgamma-driven SRC-3 recruitment agonism; P37231; biochemical PPARgamma/SRC-3 coactivator recruitment assay; activation, % at 8 µM; 200,000 compounds, 0.26% hits; AID 731; in the data active = activation above about 23%;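 note: 0% = DMSO and 100% = reference agonist; some compounds past the cut are filed as inactive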
Target sequence (P37231 whole entry, looked up): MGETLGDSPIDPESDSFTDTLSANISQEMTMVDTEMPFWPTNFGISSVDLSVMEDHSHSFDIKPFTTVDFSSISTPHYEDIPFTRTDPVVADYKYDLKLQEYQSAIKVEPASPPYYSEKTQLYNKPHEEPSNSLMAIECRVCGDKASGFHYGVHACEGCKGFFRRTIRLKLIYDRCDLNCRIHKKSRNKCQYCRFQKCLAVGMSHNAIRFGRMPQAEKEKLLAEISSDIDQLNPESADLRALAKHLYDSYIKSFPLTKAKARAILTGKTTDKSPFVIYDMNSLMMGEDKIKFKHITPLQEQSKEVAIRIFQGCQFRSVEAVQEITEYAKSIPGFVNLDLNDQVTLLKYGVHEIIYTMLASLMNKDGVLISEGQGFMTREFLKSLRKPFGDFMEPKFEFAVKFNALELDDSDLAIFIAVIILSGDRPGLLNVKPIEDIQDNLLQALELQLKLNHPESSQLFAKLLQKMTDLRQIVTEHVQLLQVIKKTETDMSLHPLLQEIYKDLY
ROMK primary – modulates human ROMK potassium channel activity | Tet-inducible ROMK, thallium flux fluorescence; actives lie on both sides | B-score at 10 µM | P48048 | 130,000 compounds, 2% hits;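 active = signal ratio slope over the read window, or its plate-corrected B-score, at least 3 SD from the plate mean, either direction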;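 note: B-score of the F/F0 ratio slope over 7 to 12 s after thallium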
PPARg SRC2 recr – agonists of SRC-2 recruitment by human PPARgamma; P37231; PPARgamma LBD-SRC-2 recruitment, biochemical; activation, % at 8 µM; 200,000 compounds, 0.34% hits; AID 1032; in the data active = activation above about 22%;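 note: 0% = vehicle and 100% = reference agonist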
TR-FRET SRC-2 ct – flags TR-FRET format artefacts in PPARgamma SRC-2 recruitment agonist screen; TR-FRET artefact counter-screen; hits give high values; TR-FRET ratio at 8 µM; 200,000 compounds, 0.4% hits; in the data active = TR-FRET ratio above about 2000; note: inactives centre near 1500
bIAP inhibitor – blocks bovine intestinal alkaline phosphatase activity; purified bovine IAP, CDP-star luminescence, 30 min; inhibition, % at 20 µM; 190,000 tested, under 10 active;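 active = over 50% inhibition of intestinal alkaline phosphatase at 20 µM in the single-dose screen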
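System: purified bovine intestinal alkaline phosphatase (IAP) enzyme; Input: IAP diluted 1/65,000,000 in the well; Measured by: CDP-star luminescence signal; Compound dosing: 20 µM single dose; Incubation: 30 min reaction at room temperature.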
TNAP act hiacc – increases human TNAP activity under high phosphate acceptor concentration | P05186 | activation factor at 20 µM | 200,000 tested, under 10 active | purified TNAP, CDP-star luminescence, 1 M DEA, 30 min; hits give high values; 0 = EDTA background, 1 = DMSO-only activity;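 active = activation factor at least 2 at 20 µM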
Target sequence (P05186 whole entry, looked up): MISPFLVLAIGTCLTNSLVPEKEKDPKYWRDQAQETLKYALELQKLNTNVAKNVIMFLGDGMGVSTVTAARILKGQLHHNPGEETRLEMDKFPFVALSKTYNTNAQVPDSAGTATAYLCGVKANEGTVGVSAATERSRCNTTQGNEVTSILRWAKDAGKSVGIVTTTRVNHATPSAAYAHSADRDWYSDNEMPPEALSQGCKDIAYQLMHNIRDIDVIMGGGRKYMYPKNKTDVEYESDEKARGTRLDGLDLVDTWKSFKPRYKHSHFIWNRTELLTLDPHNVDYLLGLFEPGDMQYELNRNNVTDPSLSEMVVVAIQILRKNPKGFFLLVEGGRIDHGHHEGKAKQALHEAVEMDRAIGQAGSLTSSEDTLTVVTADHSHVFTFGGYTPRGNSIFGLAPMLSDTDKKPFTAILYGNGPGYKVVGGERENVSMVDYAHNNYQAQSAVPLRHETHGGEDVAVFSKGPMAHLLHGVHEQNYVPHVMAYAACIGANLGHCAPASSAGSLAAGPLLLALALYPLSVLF
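Measured by: Luminescent substrate turnover signal | Test system: Human TNAP | Input: TNAP 1/800 final | Dosing: 20 µM single point | Schedule: 30 min, room temperature | Controls: EDTA wells as negative control, DMSO wells as positive control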
PPARg SRC1 recr – promotes SRC-1 coactivator recruitment by human PPARgamma; PPARgamma-SRC-1 coactivator recruitment biochemical assay; activation, % at 8 µM; 200,000 compounds, 0.41% hits; in the data active = activation above about 19%;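 note: 0% = DMSO and 100% = reference agonist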
STAT3 inh – reduces IL-6 driven STAT3 reporter signal; inhibition, % at 5.5 µM; 190,000 compounds, 0.89% hits; U3A cells, IL-6 STAT3-luciferase reporter, luminescence; host cell line lacks STAT1;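 active = inhibition above the mean inhibition across all screened compounds plus 3 SD, cut at about 44% in these data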;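 note: 0% = DMSO only wells and 100% = 100 µM nifuroxazide control wells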
STAT1 blocker – STAT1 signaling inhibition; NIH 3T3 STAT1-luciferase reporter, IFN-gamma, luminescence; inhibition, % at 5.5 µM; 200,000 compounds, 0.35% hits; AID 920;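 active = inhibition above a set limit, the mean inhibition across all tested compounds plus 3 SD, cut at about 34% in these data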;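 note: 0% = IFN-gamma with DMSO and 100% = IFN-gamma with 300 µM nifuroxazide; values of inactives mirror those of a sister screen read the other way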
Numbers without * were called inactive.

What do the screens show for `CCCCNC(=O)COc1ccccc1[N+](=O)[O-]`?
bIAP activator: 0.9; STAT3 act: 105.8; PPARg SRC-3 ag: -3.9; ROMK primary: 0.0467; PPARg SRC2 recr: 4.0; TR-FRET SRC-2 ct: 1521; bIAP inhibitor: 11.5; TNAP act hiacc: 1; PPARg SRC1 recr: 7.6; STAT3 inh: -5.7; STAT1 blocker: -16.8

Results for COC(=O)C(C)(C)ONC(=O)Nc1ccccc1Br ?
bIAP activator: 0.9; STAT3 act: 92.8; PPARg SRC-3 ag: 2.4; PPARg SRC2 recr: -16.5; TR-FRET SRC-2 ct: 1439; bIAP inhibitor: 10.6; TNAP act hiacc: 1; PPARg SRC1 recr: -0.7; STAT3 inh: 8.0; STAT1 blocker: -8.8

What do the screens show for `CC(=O)c1cccc(NC(=S)NC(=O)c2ccccc2Br)c1`?
bIAP activator: 1.1; STAT3 act: 101.8; PPARg SRC-3 ag: -1.0; PPARg SRC2 recr: 1.4; TR-FRET SRC-2 ct: 1602; bIAP inhibitor: -7.5; TNAP act hiacc: 1.1; PPARg SRC1 recr: 10.3; STAT3 inh: 0.5; STAT1 blocker: -15.8

What do the screens show for `CCCOC(=O)c1ccc(NC(=O)COC)cc1`?
bIAP activator: 0.9; STAT3 act: 102.5; PPARg SRC-3 ag: 4.0; ROMK primary: 0.72; PPARg SRC2 recr: -2.5; TR-FRET SRC-2 ct: 1519; bIAP inhibitor: 5.7; TNAP act hiacc: 1; PPARg SRC1 recr: 2.5; STAT3 inh: -1.9; STAT1 blocker: -10.5

What do the screens show for `NS(=O)(=O)c1ccc(NC(=S)NCC2CCCO2)cc1` (stereo unspecified)?
bIAP activator: 0.8; STAT3 act: 102.6; PPARg SRC-3 ag: -1.4; ROMK primary: 0.581; PPARg SRC2 recr: -1.2; TR-FRET SRC-2 ct: 1485; bIAP inhibitor: 18.5; TNAP act hiacc: 1; PPARg SRC1 recr: -4.1; STAT3 inh: -3.1; STAT1 blocker: 7.9

Results for O=C(NC1(C(F)(F)F)NC(=O)N(C2CCCCC2)C1=O)C1CC1 (stereo unspecified) ?
bIAP activator: 1.1; STAT3 act: 101.5; PPARg SRC-3 ag: 3.1; ROMK primary: 0.465; PPARg SRC2 recr: 3.0; TR-FRET SRC-2 ct: 1691; bIAP inhibitor: -6.8; TNAP act hiacc: 1; PPARg SRC1 recr: 11.2; STAT3 inh: 4.0; STAT1 blocker: -7.5

How did Cc1c(Cl)cnc(NC(=O)COC(=O)c2ccc([N+](=O)[O-])s2)c1Cl do in these assays?
bIAP activator: 1; STAT3 act: 98.0; PPARg SRC-3 ag: 2.0; PPARg SRC2 recr: 12.8; TR-FRET SRC-2 ct: 1601; bIAP inhibitor: -0.5; TNAP act hiacc: 1; PPARg SRC1 recr: -0.8; STAT3 inh: -1.9; STAT1 blocker: 5.5

Results for CC(C)CNC(=O)COC(=O)c1n[nH]c2ccccc12 ?
bIAP activator: 1.1; STAT3 act: 82.2; PPARg SRC-3 ag: -2.6; ROMK primary: 0.0297; PPARg SRC2 recr: -4.9; TR-FRET SRC-2 ct: 1616; bIAP inhibitor: -7.2; TNAP act hiacc: 1; PPARg SRC1 recr: 1.8; STAT3 inh: 23.6; STAT1 blocker: -1.8

What do the screens show for `Cc1cnc(CN(C)Cc2c(C(=O)N3CCc4ccccc4C3)nc3ccc(Cl)cn23)[nH]1`?
bIAP activator: 1; STAT3 act: 105.9; PPARg SRC-3 ag: 1.8; ROMK primary: -0.0543; PPARg SRC2 recr: 2.2; TR-FRET SRC-2 ct: 1703; bIAP inhibitor: -2.8; TNAP act hiacc: 1.1; PPARg SRC1 recr: 5.3; STAT3 inh: -3.3; STAT1 blocker: -1.7

How did COC(=O)c1ccccc1OCC(=O)N1CCN(c2ccc(Cl)cc2)CC1 do in these assays?
bIAP activator: 1; STAT3 act: 88.2; PPARg SRC-3 ag: 23.1; PPARg SRC2 recr: 13.5; TR-FRET SRC-2 ct: 1565; bIAP inhibitor: 0.0; TNAP act hiacc: 1; PPARg SRC1 recr: 10.4; STAT3 inh: 23.6; STAT1 blocker: 11.2

How did CCOc1ccc(-c2cc3nc(C4CCN(C(=O)OC(C)(C)C)CC4)c(C(=O)O)cn3n2)cc1 do in these assays?
bIAP activator: 1.1; STAT3 act: 105.2; PPARg SRC-3 ag: 4.9; PPARg SRC2 recr: 6.1; TR-FRET SRC-2 ct: 1439; bIAP inhibitor: -8.5; TNAP act hiacc: 1; PPARg SRC1 recr: 0.3; STAT3 inh: -5.3; STAT1 blocker: 7.5

Results for CCCCNS(=O)(=O)c1ccc2nc(SCC(=O)Nc3cc(C)cc(C)c3)[nH]c2c1 ?
bIAP activator: 1; STAT3 act: 108.8; PPARg SRC-3 ag: 1.1; ROMK primary: 0.049; PPARg SRC2 recr: 3.8; TR-FRET SRC-2 ct: 1444; bIAP inhibitor: -1.6; TNAP act hiacc: 1.1; PPARg SRC1 recr: 0.6; STAT3 inh: -0.8; STAT1 blocker: -2.6

How did O=C1NC(c2ccc(-c3ccccc3[N+](=O)[O-])o2)C(C(=O)c2ccc(Cl)cc2)C(O)(C(F)(F)F)N1 (stereo unspecified) do in these assays?
bIAP activator: 0.9; STAT3 act: 99.8; PPARg SRC-3 ag: 6.8; PPARg SRC2 recr: 12.5; TR-FRET SRC-2 ct: 1532; bIAP inhibitor: 9.7; TNAP act hiacc: 1; PPARg SRC1 recr: 9.3; STAT3 inh: 5.5; STAT1 blocker: -2.7

How did O=C(CCCn1c(=O)[nH]c2cc(Cl)ccc2c1=O)NCCCN1CCN(c2ccc(F)cc2)CC1 do in these assays?
bIAP activator: 1; STAT3 act: 94.5; PPARg SRC-3 ag: 1.0; PPARg SRC2 recr: 3.8; TR-FRET SRC-2 ct: 1699; bIAP inhibitor: -4.9; TNAP act hiacc: 1.1; PPARg SRC1 recr: 4.3; STAT3 inh: 10.1; STAT1 blocker: 10.5

What do the screens show for `COC(=O)c1ccsc1NC(=O)c1ccccc1`?
bIAP activator: 1; STAT3 act: 91.8; PPARg SRC-3 ag: 0.5; ROMK primary: -0.641; PPARg SRC2 recr: -0.3; TR-FRET SRC-2 ct: 1529; bIAP inhibitor: -4.1; TNAP act hiacc: 1; PPARg SRC1 recr: -7.8; STAT3 inh: 14.1; STAT1 blocker: -9.4

How did O=C(NCCCNCc1ccccc1)/C(=N\O)c1ccccc1 do in these assays?
bIAP activator: 1; STAT3 act: 95.7; PPARg SRC-3 ag: -5.7; ROMK primary: -0.715; PPARg SRC2 recr: -2.9; TR-FRET SRC-2 ct: 1535; bIAP inhibitor: 4.5; TNAP act hiacc: 1; PPARg SRC1 recr: -11.5; STAT3 inh: 12.6; STAT1 blocker: -6.4

What do the screens show for `CCS(=O)(=O)N1CCN(c2ccc(C(=O)NC3C4CC5CC(C4)CC3C5)cc2[N+](=O)[O-])CC1` (stereo unspecified)?
bIAP activator: 1; STAT3 act: 99.2; PPARg SRC-3 ag: -1.4; PPARg SRC2 recr: 5.6; TR-FRET SRC-2 ct: 1494; bIAP inhibitor: 0.5; TNAP act hiacc: 0.9; PPARg SRC1 recr: 3.6; STAT3 inh: -0.5; STAT1 blocker: 10.2

How did O=C(O)/C=C/C(=O)NC1CCCCC1 do in these assays?
bIAP activator: 1; STAT3 act: 99.2; PPARg SRC-3 ag: 3.1; ROMK primary: 1.33; PPARg SRC2 recr: 2.4; TR-FRET SRC-2 ct: 1456; bIAP inhibitor: 1.0; TNAP act hiacc: 1; PPARg SRC1 recr: 4.0; STAT3 inh: 3.7; STAT1 blocker: -2.5

What do the screens show for `O=C(NCCc1ccccc1F)C1CCCN1S(=O)(=O)c1ccc2ccccc2c1` (stereo unspecified)?
bIAP activator: 1.1; STAT3 act: 103.0; PPARg SRC-3 ag: -4.3; ROMK primary: -3.55*; PPARg SRC2 recr: -8.0; TR-FRET SRC-2 ct: 1407; bIAP inhibitor: -6.3; TNAP act hiacc: 1; PPARg SRC1 recr: -0.2; STAT3 inh: -2.6; STAT1 blocker: -3.8

What do the screens show for `COC(=O)C1=C(C)Nc2nnnn2C1c1cccnc1` (stereo unspecified)?
bIAP activator: 0.9; STAT3 act: 100.7; PPARg SRC-3 ag: -9.7; PPARg SRC2 recr: 2.9; TR-FRET SRC-2 ct: 1498; bIAP inhibitor: 6.6; TNAP act hiacc: 1; PPARg SRC1 recr: -2.5; STAT3 inh: 0.6; STAT1 blocker: -3.6

Results for COC(=O)C(CCCCN1C(=O)C2C3C=CC(C3)C2C1=O)N1C(=O)C2C3C=CC(C3)C2C1=O (stereo unspecified) ?
bIAP activator: 1.1; STAT3 act: 99.0; PPARg SRC-3 ag: 3.5; PPARg SRC2 recr: 6.0; TR-FRET SRC-2 ct: 1590; bIAP inhibitor: -13.3; TNAP act hiacc: 1.1; PPARg SRC1 recr: -0.2; STAT3 inh: 11.0; STAT1 blocker: -2.2

How did CC1=NN(c2ccccc2)C(=O)/C1=C/c1c(O)n(-c2ccc(F)c(Cl)c2)[nH]c1=O do in these assays?
bIAP activator: 0.9; STAT3 act: 165.9*; PPARg SRC-3 ag: -3.7; PPARg SRC2 recr: 2.7; TR-FRET SRC-2 ct: 1534; bIAP inhibitor: 9.3; TNAP act hiacc: 0.8; PPARg SRC1 recr: 9.6; STAT3 inh: -86.4; STAT1 blocker: -46.6

How did CC(C)OC(=O)C1=C2SCC(=O)N2C(N)=C(C#N)C1 do in these assays?
bIAP activator: 1; STAT3 act: 108.0; PPARg SRC-3 ag: 11.8; PPARg SRC2 recr: 0.8; TR-FRET SRC-2 ct: 1618; bIAP inhibitor: 0.4; TNAP act hiacc: 1; PPARg SRC1 recr: 3.7; STAT3 inh: -6.4; STAT1 blocker: 8.2

How did CCOC(=O)c1ccccc1N/C=C/C(=O)c1ccccc1 do in these assays?
STAT3 act: 104.4; PPARg SRC-3 ag: 5.1; PPARg SRC2 recr: -7.2; TR-FRET SRC-2 ct: 1576; PPARg SRC1 recr: 3.1; STAT3 inh: 4.6; STAT1 blocker: -17.5

How did CCCN(CCC)C(=O)Cn1c(=O)c2ccccc2n2c(=S)sc(-c3ccccc3C)c12 do in these assays?
bIAP activator: 1.1; STAT3 act: 98.4; PPARg SRC-3 ag: 3.9; PPARg SRC2 recr: 3.4; TR-FRET SRC-2 ct: 1699; bIAP inhibitor: -10.4; TNAP act hiacc: 1; PPARg SRC1 recr: 3.8; STAT3 inh: 4.1; STAT1 blocker: 1.3
